# CHT block: inhibitors of human choline transporter CHT | Q9GZV3 | CHT-expressing cells, membrane potential dye, choline response; active compounds read low | B-score at 10 µM | hit rate 0.86% among 310,000;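 active = B-score over 3 SD under the library average, and starting fluorescence ratio not unusually high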;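 note: choline stimulus applied at its EC90 after an EC20 pre-addition; B-score computed on integrated fluorescence ratio after choline addition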
# Target sequence (Q9GZV3 whole entry, looked up): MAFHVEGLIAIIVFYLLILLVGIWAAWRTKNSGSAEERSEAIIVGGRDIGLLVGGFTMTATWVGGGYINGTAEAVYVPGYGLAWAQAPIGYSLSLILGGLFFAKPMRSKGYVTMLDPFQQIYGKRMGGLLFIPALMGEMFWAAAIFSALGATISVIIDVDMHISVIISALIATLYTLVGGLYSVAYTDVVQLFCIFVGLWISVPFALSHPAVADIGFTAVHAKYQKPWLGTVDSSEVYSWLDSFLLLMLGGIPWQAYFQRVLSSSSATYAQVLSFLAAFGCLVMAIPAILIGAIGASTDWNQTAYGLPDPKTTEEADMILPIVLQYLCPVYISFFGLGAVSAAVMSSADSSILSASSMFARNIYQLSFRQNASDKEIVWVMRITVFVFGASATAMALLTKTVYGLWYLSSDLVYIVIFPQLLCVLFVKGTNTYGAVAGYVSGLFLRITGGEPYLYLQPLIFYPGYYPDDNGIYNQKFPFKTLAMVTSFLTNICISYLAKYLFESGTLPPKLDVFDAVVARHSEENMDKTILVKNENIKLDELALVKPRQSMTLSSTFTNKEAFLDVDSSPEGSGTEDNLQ
# Kir21 block: inhibitors of mouse Kir2.1 inward-rectifier potassium channel | hit rate 0.85% among 310,000 | HEK293-Kir2.1, FluxOR thallium flux fluorescence; active compounds read low | AID 1672 | B-score at 10 µM | P35561;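 active = fluorescence ratio B-score at or below minus 3 SD of library scores, with starting-brightness B-score within 2 SD, cut at about -4.2 in these data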;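 note: channel flux triggered by added potassium and thallium sulfate stimulus; B-score of peak minus minimum fluorescence over baseline after thallium stimulus; more negative B-score means stronger Kir2.1 block with less thallium influx; some compounds called inactive have numbers as strong as hits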
# Target sequence (P35561 whole entry, looked up): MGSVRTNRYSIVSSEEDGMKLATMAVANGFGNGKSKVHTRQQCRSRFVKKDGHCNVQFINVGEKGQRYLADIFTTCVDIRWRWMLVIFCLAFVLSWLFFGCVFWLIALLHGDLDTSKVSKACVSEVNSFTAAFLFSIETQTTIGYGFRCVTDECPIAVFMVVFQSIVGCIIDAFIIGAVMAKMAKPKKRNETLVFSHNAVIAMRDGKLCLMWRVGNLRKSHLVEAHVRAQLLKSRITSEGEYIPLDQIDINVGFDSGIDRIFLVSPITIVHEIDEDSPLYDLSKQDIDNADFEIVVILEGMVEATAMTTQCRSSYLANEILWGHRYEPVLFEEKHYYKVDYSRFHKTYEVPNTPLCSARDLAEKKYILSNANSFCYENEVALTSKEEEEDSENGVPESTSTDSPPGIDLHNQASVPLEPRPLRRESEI
# Active calls of the source: *; i = inactive; x = no result given.
SMILES,CHT block,Kir21 block
O=C(CN1C(=O)c2cccnc2Oc2ccc(Cl)cc21)N1CCCC1,i,-1.7
COC(=O)c1ccc(NS(=O)(=O)NC(=O)c2cn(C)c3ccccc23)cc1,i,0.01
COc1cccc(N2CCN(C(=O)CCC(=O)N3CCOc4ccc(C)cc43)CC2)c1,i,0.82
O=C(NNc1ccccc1)Nc1ccccc1F,i,2.2
N/C(CCCN1CCCCC1)=N/O,i,0.65
CCOC(=O)Cc1csc(NC(=O)/C=C\c2ccccc2Cl)n1,i,1.6
Fc1cccc(Oc2nc3ccccc3n3cccc23)c1,i,-0.16
CC1CCN(c2nc3c(c(=O)[nH]c(=O)n3C)n2CC(C)CSc2nnnn2-c2ccccc2)CC1 (stereo unspecified),i,0.83
CCc1nnc(NC(=O)c2nc3nccc(C)n3n2)s1,i,0.09
COc1ccc(-c2c(C3=CCCCC3)oc3ccc(-c4ccc5c(c4)OCO5)cc23)cn1,i,-1.6
COc1ccc(-c2[nH]ncc2CN2CCCC(C(=O)c3ccc(OC)cc3OC)C2)cc1 (stereo unspecified),i,-0.79
Cc1ccc(Cn2ccnc2C(=O)Nc2ccccc2)cc1,i,1.7
CCCCOC(=O)C1=C(C)NC(=O)NC1c1cccc([N+](=O)[O-])c1 (stereo unspecified),i,-0.21
CCn1c(=O)c(C(=O)NCc2ccccn2)c(O)c2ccccc21,i,-0.25
COc1ccc(O)c(C=NCC(C)N=Cc2cc(OC)ccc2O)c1 (stereo unspecified),i,0.9
CC(=O)N/N=C/c1cc([N+](=O)[O-])ccc1OCCOc1ccccc1,i,-0.21
CC1(C)Cc2c(C#N)c(N)sc(=S)c2CO1,i,0.13
C=C(C)C1Cc2c(C)nn(-c3cccc4cccnc34)c2C1 (stereo unspecified),i,0.31
CCCc1cc2c(cc1NC(=O)c1ccc(C(C)(C)C)cc1)OCO2,i,1.3
Cc1ccc(SC(CC(=O)c2ccc(F)cc2)C(=O)O)cc1 (stereo unspecified),i,0.05
O=C(CSc1oc(-c2ccc(F)cc2)nc1S(=O)(=O)c1ccc(F)cc1)NCC1CCCO1 (stereo unspecified),i,0.05
CCc1nnc(NC(=O)CSc2nnc(COc3ccc(C#N)cc3)n2-c2ccccc2)s1,i,1.9
O=c1oc2ccccc2c(O)c1Sc1ccc(Cl)cc1,i,-0.7
CCC(=O)Nc1nc2c(OC)ccc(C)c2s1,i,1.2
CC(C)(C(=O)O)c1ccc(C(O)CCCN2CCC(C(O)(c3ccccc3)c3ccccc3)CC2)cc1 (stereo unspecified),i,-0.34
Cc1ccc(S(=O)(=O)NC(C)C(c2cccs2)N2CCN(c3ccccc3)CC2)cc1 (stereo unspecified),i,0.36
Nc1ccc(C2(c3ccc(N)cc3)c3ccccc3C(=O)c3ccccc32)cc1,i,1.4
O=C(Nc1ccc2c(c1)CCC2)c1ccc(Cl)nc1,i,0.72
CC(NC(=O)/C(C#N)=C/c1ccc(Cl)c([N+](=O)[O-])c1)c1ccccc1 (stereo unspecified),i,-5.5*
CCN(CC)S(=O)(=O)c1ccc(N2CCOCC2)c(NC(=O)C2CCCC2)c1,i,0.06
Cc1ccc(CNC(=O)CSc2nnc(CNC(=O)c3ccccc3)o2)cc1,i,-0.01
COc1ccccc1NC(=O)CSc1ccc(-c2cccs2)nn1,i,-0.16
COc1ccc(CNC(=O)Nc2cccc(C(F)(F)F)c2)cc1OC,i,1.6
Cc1cc(NS(=O)(=O)c2ccc(NC(=O)COc3ccccc3[N+](=O)[O-])cc2)no1,i,-0.06
CC(=O)Nc1nc(-c2cccc3ccccc23)cs1,i,-0.67
CCOc1cc(/C=C2/C(=N)N3N=C(C)SC3=NC2=O)ccc1OS(=O)(=O)c1ccc(C)cc1,i,-0.64
CC(=O)OC1COC(n2c(O)c(N=NC(N)=S)c3ccccc32)C(OC(C)=O)C1OC(C)=O (stereo unspecified),i,-0.65
S=C(Nc1ccccc1Cl)N1CCN(Cc2ccccc2)CC1,i,-0.04
COC(=O)CNC(=O)C1CCN(c2nc(C)cc(C)n2)CC1,i,-0.07
CC(C)OC(=O)CSc1nnc(-c2ccc(Cl)cc2Cl)o1,i,-0.61

# Record cards, as listed above. Order of screens: CHT block, Kir21 block
# `CCCc1cc2c(cc1NC(=O)c1ccc(C(C)(C)C)cc1)OCO2` across the screens: i, 1.3
# `CC(C)(C(=O)O)c1ccc(C(O)CCCN2CCC(C(O)(c3ccccc3)c3ccccc3)CC2)cc1` (stereo unspecified) across the screens: i, -0.34
# `O=C(NNc1ccccc1)Nc1ccccc1F` across the screens: i, 2.2

# Additional structures follow.
SMILES,CHT block,Kir21 block
O=C(Nc1nc2ccccc2[nH]1)c1ccccc1,i,-0.37
CCSc1nc2ccccc2c(=O)n1Cc1ccc(F)cc1,i,-2
COc1ccc(C2CC(c3cccs3)=NN2C(=S)Nc2ccccc2)cc1OC (stereo unspecified),i,0.9
Cn1[nH]c(CSc2ccc(Cl)cc2)cc1=O,i,0.1
CC(C)c1cc(C(=O)O)n[nH]1,i,0.05
CCSC1=C(C#N)C2(CCCCC2)C(C#N)=C(N)N1,i,-2.1
Cc1ccc(S(=O)(=O)N2CCc3ccccc3C2)cc1C,i,-0.18
Cc1ccc(-c2nnn(CC(=O)Nc3ccc(S(=O)(=O)N4CCC(C)CC4)cc3)n2)cc1,i,0.99
COc1cccc(-c2noc(CCCC(=O)N3CCOCC3)n2)c1,i,0.86
COc1ccccc1CNC(c1ccccc1)c1ccccc1,i,-2.8
O=C(O)C1CCCCC1C(=O)Nc1cnn(Cc2ccccc2)c1 (stereo unspecified),i,1.5
CNC(=S)NC1CC2CCCC(C1)N2Cc1ccc(C)cc1 (stereo unspecified),i,1
O=C(CSc1nc(-c2ccccc2)nc2ccccc12)Nc1nccs1,i,1.8
CCn1c(NC(=S)Nc2ccccc2)nc2ccccc21,i,-0.09
Cn1c(=O)c2c(nc(CN3CCC(C(N)=O)CC3)n2Cc2ccccc2Cl)n(C)c1=O,i,-0.01
C[C@@H]1CC[C@@]2(OC1)O[C@H]1C[C@H]3[C@@H]4CC=C5C[C@@H](O)[C@H](O)C[C@]5(C)C4CC[C@]3(C)[C@H]1[C@@H]2C (stereo partly specified),i,0.01
O=C(NCc1ccc(F)cc1)c1cccnc1C(=O)O,i,0.88
Cc1ccccc1C(=O)Nc1cccc(NC(=O)c2cccnc2)c1,i,-1.2
CCC(CC)c1nnc(NC(=O)C2CC(=O)N(CCc3ccc(OC)c(OC)c3)C2)s1 (stereo unspecified),i,-2.2
CN(C)S(=O)(=O)c1cccc(C(=O)NCCc2ccccc2)c1,i,0.04
COc1ccc(/C=N/Nc2ncccc2[N+](=O)[O-])c(OC)c1,i,-0.37
Cc1csc(N2CCCC2c2nc3cc(Cl)c(N4CCCCC4)cc3n2CCCO)n1 (stereo unspecified),i,-0.04
COc1ccc(NC(=O)CSc2sc3c(O)cc(=O)[nH]c3c2C#N)c(OC)c1,i,1
O=C(CP(=O)(O)CC(=O)c1ccccc1)c1ccccc1,i,-0.75
Cc1ccccc1OCCC(=O)OCC(=O)Nc1ccc2[nH]c(=O)[nH]c2c1,i,0.3
COc1ccc(-c2nc(CS(=O)CC(=O)N3CCCC3)c(C)o2)cc1 (stereo unspecified),i,-2.1
COC(=O)c1ccc(COC(=O)c2cccnc2Cl)cc1,i,0.63
COc1ccccc1C(=O)Nc1ccccc1N1CCCCC1,i,-1.3
COc1cc2c(cc1OC)C(C1C(=O)CCCC1=O)N(C(=O)CCl)CC2 (stereo unspecified),i,0.33
Cc1cccc(Nc2nc(N)nc(CN3CCN(c4ccccc4)CC3)n2)c1,i,-0.17
CC(NC(=O)NC1CCCCC1)C(c1cccs1)N1CCN(c2ccccc2)CC1 (stereo unspecified),i,-0.36
O=C(O)c1ccc(Cl)c(S(=O)(=O)N(Cc2ccccc2)c2ccccc2)c1,i,-0.47
O=C1CCC(=O)N1OCCOc1ccc(Cl)c2ccccc12,i,-0.63
CCN(C(=O)CN1CCOCC1)C1(C)C(=O)c2ccccc2C1=O,i,-0.15
CCN1CCN(C(=O)C2CCN(S(=O)(=O)c3ccc(Br)cc3)CC2)CC1,i,0.87
COc1cccc(-n2c(N)cc(=O)nc2SCC(=O)Nc2cc(C)on2)c1,i,-0.58
Cc1cc(C)c(C)c(S(=O)(=O)NCC(=O)Nc2ccccc2F)c1C,x,-6.9*
COc1ccc(N2C(=O)N3[C@H](c4cccc(C)c4)[C@@H]4C(=O)N(Cc5ccccc5)C(=O)[C@@H]4[C@]3(Cc3ccccc3)C2=O)cc1,i,2.9
O=C(N/N=C/c1sc(N2CCCCC2)nc1-c1cccs1)c1cccnc1,i,-0.86
CCCn1c(=O)c2ccccc2n2c(SCc3nc4ccccc4s3)nnc12,i,-0.64
COc1ccccc1CNc1nc(C)c(C(=O)N(C)C)s1,x,-2.7
CC(Sc1ccc(S(=O)(=O)N2CCOCC2)cc1[N+](=O)[O-])C(=O)O (stereo unspecified),i,-2
CCc1ccc(CNc2ccc(N3CCN(C(C)=O)CC3)cc2)cc1,i,-0.31
Cc1ccc2cc(CN(CC3CCCO3)C(=O)Nc3ccccc3F)c3nnnn3c2c1 (stereo unspecified),i,-0.39
CCOC(=O)c1cnc(-c2ccc(C(F)(F)F)cn2)[nH]c1=O,i,0.74
COCCN(C(=O)COC(=O)CCSc1ccc(F)cc1)c1c(N)n(Cc2ccccc2)c(=O)[nH]c1=O,i,-0.19
COCCCn1c(SCC(=O)NC(C)(C)C)nnc1-c1cccs1,i,-0.3
CCOC(=O)c1oc2ccccc2c1NC(=O)c1ccc(S(=O)(=O)N2CCCC2)cc1,i,0.55
Cc1ccccc1COn1nnc2ccc(S(=O)(=O)N3CCOCC3)cc21,i,-0.58
COc1ccc(CN(C)CC(=O)Nc2ccc(SC(F)F)cc2)cc1OC,i,-1.8

# Looked up one by one from the entries so far (2):
SMILES,CHT block,Kir21 block
COc1ccc(CN(C)CC(=O)Nc2ccc(SC(F)F)cc2)cc1OC,i,-1.8
Cc1ccc2cc(CN(CC3CCCO3)C(=O)Nc3ccccc3F)c3nnnn3c2c1 (stereo unspecified),i,-0.39

# Next part:
SMILES,CHT block,Kir21 block
CCOC(=O)c1cnc(SC2CCc3ccccc3C2=O)nc1N (stereo unspecified),i,0.09
CCOc1ccc(/C=N/OCC(=O)NCc2ccco2)cc1,i,0.56
O=C(NCc1cccc(F)c1)C1CCN(S(=O)(=O)Cc2ccccc2)CC1,i,-0.07
CCN(c1ccccc1)S(=O)(=O)c1cc(C(=O)OC(C)C(=O)Nc2ccc3c(c2)OCCO3)ccc1C (stereo unspecified),i,-0.18
N#Cc1c(-c2ccccc2Cl)c2c([nH]c1=O)-c1ccccc1OC2,i,0.01
Nc1c(C(=O)NCc2ccco2)nnn1CC(=O)Nc1ccc2c(c1)OCO2,i,-1.7
CC(C)c1ccc(O)c(NC(=S)NC(=O)CCc2ccccc2)c1,i,0.97
Cc1ccc(CC(=O)NC2CCN(C)CC2)cc1,i,1.9
Cc1ccc(CCc2nnc(SCC(=O)Nc3cc(Cl)ccc3Cl)n2-c2ccccc2)o1,i,-3.1
CCN1CCN(C(=O)C2CCN(S(=O)(=O)c3ccc(SC)cc3)CC2)CC1,i,-0.33

# 4 of these compounds, set out differently.
N/C(CCCN1CCCCC1)=N/O
- CHT block = i
- Kir21 block = 0.65

CCOC(=O)Cc1csc(NC(=O)/C=C\c2ccccc2Cl)n1
- CHT block = i
- Kir21 block = 1.6

Fc1cccc(Oc2nc3ccccc3n3cccc23)c1
- CHT block = i
- Kir21 block = -0.16

CC1CCN(c2nc3c(c(=O)[nH]c(=O)n3C)n2CC(C)CSc2nnnn2-c2ccccc2)CC1 (stereo unspecified)
- CHT block = i
- Kir21 block = 0.83

# New compounds follow
SMILES,CHT block,Kir21 block
CN(C)Cc1ccccc1Sc1ccc(O)cc1O,i,0.1
O=C(Nc1ccc(SC(F)F)cc1)c1ccccc1F,i,0.5
CCOC(=O)[C@H]1[C@H]2COc3ccc(Cl)cc3[C@@H]2N2C(=O)c3cc(Br)ccc3NC(=O)[C@@]12C,i,x
COc1cccc(C(=O)N(C)c2nnc(-c3ccncc3)s2)c1,i,0.15
CCN1C(=O)/C(=C2\SC(=S)N(c3c(C)n(C)n(-c4ccccc4)c3=O)C2=O)c2ccccc21,i,-3.2
COc1ccc(OC)c(S(=O)(=O)Nc2cc3c4c(c2)CCN4C(=O)CC3)c1,i,0.01
COc1ccc(-c2nnc(-c3ccc(OCC(C)C)cc3)o2)cc1,i,1.2
CN1C(=O)CCC1(O)c1ccccc1 (stereo unspecified),i,1.5
CCOc1cc(N)c(Cl)cc1C(=O)NCC1CN(Cc2ccc(F)cc2)CCO1 (stereo unspecified),i,0.02
CCCCNC(=O)Cn1nc(-c2ccc(C)cc2)ccc1=O,i,-0.37
COC(=O)c1ccc(Cl)c(NC(C)=O)c1,i,0.19
COc1ccc(C(=O)N(CCc2ccccc2)Cc2cccs2)c(OC)c1,i,-2.4
CCc1ccc(-c2cc(C)no2)cc1S(=O)(=O)N1CCN(c2ccccc2OC)CC1,i,1.1
Clc1cccc(Cl)c1CSc1nnc(/C=C/c2ccccc2)o1,i,-2.1
COc1ccc(N(CC(=O)NCCC2=CCCCC2)S(=O)(=O)c2ccccc2)cc1,i,1.3
Cc1cccc(/N=C/c2ccccn2)n1,i,-1.3
CCOC(=O)c1cnn(CCOC(=O)c2cccc(F)c2)c1NC(=O)c1cccc(F)c1,i,0.29
CCOC(=O)N1CCN(C(=O)c2n[nH]c(=O)c3ccccc23)CC1,i,-0.51
C=CCn1c(SC(C)C(=O)NCCC2=CCCCC2)nc2ccccc2c1=O (stereo unspecified),i,-1.3
Cc1noc(C)c1C(=O)NC(C)C1CCCO1 (stereo unspecified),i,-0.3
CCOc1ccc(C(=O)c2cccs2)cc1,i,1.3
Cn1c(CNS(=O)(=O)c2ccc(F)cc2)n[nH]c1=S,i,-0.63

# Compound activity deposited in PubChem by Johns Hopkins Ion Channel Center.

# Rows were taken by chance; about 1.6% have a hit in one of these screens.
